Assay outcomes from PubChem BioAssay.
Pf growth 96h – P. falciparum growth inhibition at 96 hour, primary screen for plastid delayed-death inhibitors; 6.9% of 320,000 active; AID 504834; P. falciparum luciferase reporter growth, 96 h; Potency, µM (top dose mostly 28.7 µM), for the others: top-dose activity change, negative = inhibition, usual class: inhibitors; further: potency means the concentration at half of the fitted maximal effect; on the % scale 0 is the no-effect control and ±100 the full control effect
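Compounds incubated with erythrocytes infected by luciferase-expressing P. falciparum (2% hematocrit, 0.05% parasitemia final) for 96 hours, 37 C in 5% CO2. Growth inhibition scored as decreased luciferase luminescence.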
Pf growth 48h – P. falciparum growth inhibition at 48 hours (one generation) | P. falciparum luciferase growth in erythrocytes, 48 h | Potency, µM (top dose mostly 28.7 µM), for the others: at the highest dose activity change, negative = inhibition, most hits filed as inhibitors | 5.9% of 310,000 active; further: potency means the concentration at half of the fitted maximal effect; on the % scale 0 is the no-effect control and ±100 the full control effect
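First compound was added to culture medium, then infected red cells at 0.1% parasitemia and 2% hematocrit (final). After incubation at 37 C under 5% CO2, luciferase detection reagent was dispensed and light output recorded.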
TbPYK inhibitor – inhibitors of Trypanosoma brucei pyruvate kinase; Q57TT1; TbPYK enzyme, Kinase-Glo Plus ATP luminescence, 45 min; Potency, µM (doses to about 76.8 µM), inactives show at the top dose activity, negative = inhibition, most hits filed as inhibitors; 0.12% of 410,000 active; AID 624173; further: potency means the concentration at half of the fitted maximal effect; on the % scale 0 is the no-effect control and ±100 the full control effect; nearly all actives have a fitted effect of over 50% in size
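Luminescence from Kinase-Glo Plus, added after a 45-minute room-temperature reaction, served as the end-point read-out. The enzyme and substrate were preincubated with compound before ADP (130 uM final) initiated turnover. Concentration-effect curves came from normalized qHTS data.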
AMA1 RON2 block – disrupts binding of P. falciparum AMA1 to RON2; AlphaScreen AMA1-biotinylated RON2 peptide binding; Potency, µM (top dose mostly 58.2 µM), for the others: at the highest dose activity change, negative = inhibition, actives largely listed as inhibitors; 0.2% of 360,000 active;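 further: potency means the concentration at half of the fitted maximal effect; 0% = vehicle wells and -100% = peptide control; nearly all actives have a fitted effect of over 45% in size; some results filed as inactive show a strong effect at the top dose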
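AMA1 (3D7) with his tag at 25 nM final met compounds first, then biotinylated RON2 peptide at 25 nM; detection used donor plus acceptor beads, 10 µg/mL apiece, read by AlphaScreen after 30 min at room temperature.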
Shiga inhibitor – Shiga toxin inhibition | 9.2% of 290,000 active | Vero cells, Shiga toxin protein synthesis inhibition reporter | AID 2315 | inhibition, % at 38.7 µM; in the data active means inhibition mostly above about 28%, no sharp cut-off; inactive means mostly below about 43%; further: 0% is about no effect
Cycloheximide cs – affects cycloheximide protein synthesis inhibition readout, counter-screen; cell reporter, cycloheximide protein synthesis inhibition counterscreen; max response, %; 12% of 300,000 active; AID 2314; in the data active means max response mostly above about 13%, no sharp cut-off; inactive means mostly below about 14%; further: read at 38.3 µM for the half of the compounds with a filed dose; 0% is about no effect
LmPK inh – blocks Leishmania mexicana pyruvate kinase activity; Q27686; 0.37% of 290,000 active; Potency, µM (doses to about 57.5 µM), for inactives: at the top dose activity change, negative = inhibition, usual class: inhibitors; purified LmPK, Kinase-Glo ATP luminescence, 1 h; further: potency means the concentration at half of the fitted maximal effect; on the % scale 0 is the no-effect control and ±100 the full control effect
Target sequence (Q27686 whole entry, looked up): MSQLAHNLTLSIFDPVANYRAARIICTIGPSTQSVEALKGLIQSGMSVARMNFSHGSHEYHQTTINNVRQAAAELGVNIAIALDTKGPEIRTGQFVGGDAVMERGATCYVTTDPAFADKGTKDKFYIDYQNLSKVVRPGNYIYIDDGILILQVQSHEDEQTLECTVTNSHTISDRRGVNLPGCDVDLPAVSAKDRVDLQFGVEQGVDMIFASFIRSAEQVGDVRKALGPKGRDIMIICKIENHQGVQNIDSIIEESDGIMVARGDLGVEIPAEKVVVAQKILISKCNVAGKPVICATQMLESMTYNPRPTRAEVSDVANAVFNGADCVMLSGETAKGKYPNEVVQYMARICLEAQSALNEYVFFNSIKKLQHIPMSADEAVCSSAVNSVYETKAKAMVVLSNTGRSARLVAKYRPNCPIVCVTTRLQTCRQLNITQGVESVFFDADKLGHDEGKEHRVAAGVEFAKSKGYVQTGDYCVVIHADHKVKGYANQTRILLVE
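Purified LmPK (0.1 nM) converted ADP (0.1 mM) to ATP with PEP (0.5 mM) in imidazole buffer pH 7.2 with KCl and MgCl2, 1 h at room temperature. ATP was read by Kinase-Glo luminescence; data normalized to uninhibited and no-enzyme controls.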
Numbers without * were called inactive; ? = inconclusive; / = not tested or not shown; & = joins results of further samples; [ ] = dose if it differs, or a comment. Unless noted, the call rests on the fitted dose curve; in most records, active means well fitted curve in the direction sought with a large enough effect; inconclusive means small, poorly fitted or top-dose-only effect, or another doubt; inactive means no such curve, though single readings can be large; an effect the other way counts as inactive or inconclusive.

SMILES	Pf growth 96h	Pf growth 48h	TbPYK inhibitor	AMA1 RON2 block	Shiga inhibitor	Cycloheximide cs	LmPK inh
CCCC(c1nnnn1CCOC)N1CCN(Cc2ccccc2)CC1 (centres undefined)	?	29%	-1%	-18%	-3	-1	-6%
Cc1cc(-n2c(C)cc(C(=S)N3CCOCC3)c2C)ccc1Br	?	?	-20%	-27%	-9	-3	2%
Cc1cc(C)n(-c2nc3ccccc3nc2N2CCN(S(=O)(=O)c3cccc(C#N)c3)CC2)n1	21%	4.1µM*	-4%	23%	-5	-4	0%
O=C(NCC1COc2ccccc2O1)C1C2C=CC3(CN(Cc4ccccc4Cl)C(=O)C13)O2 (centres undefined)	?	0%	1%	26%	0	-4	4%
O=C(COc1ccc(Br)cc1)N1CCN(Cc2c[nH]c3ccccc23)CC1	?	/	16%	?	-12	-3	-16%
CSCCC(C(=O)OC1CCOC1=O)N1C(=O)c2ccccc2C1=O (centres undefined)	5%	-16%	0%	-4%	21	1	9%
O=C(NC(C(=O)N/N=C/c1ccncc1)c1n[nH]c(=O)c2ccccc12)c1ccccc1 (centres undefined)	-21%	-10%	-5%	40%[activator]	0	-1	6%
CCCCn1c(N)c(N(CCOC)C(=O)COC(=O)C(C)(C)Oc2ccc(Cl)cc2)c(=O)[nH]c1=O	34%[activator]	?	1%	0%	/	/	/
COc1ccc2c(c1OC)C(=O)N(c1ccc(O)cc1)C2	39%[activator]	1%	-1%	-13%	30	18*	-8%
CCCCCOc1ccc(C(=O)NCCC(=O)NCCCC(=O)OCC)cc1	-12%	-10%	6%	20%	-9	-1	4%
COCCn1c(SCC(=O)Nc2ccc(Cl)c(S(=O)(=O)N(C)C)c2)nc2ccccc21	/	12µM*	4%	-19%	-10	4	11%
CC(C)(C)OC(=O)N[C@@H](COCc1ccccc1)C(=O)N[C@@H](CO)[C@H](O)[C@@H]1C[C@@H]1C(=O)NC1CCCCC1	?	?	-2%	26%	-3	-2	6%
Cc1ccc2cc3cc(C(=O)N4CCN(C(=O)c5ccco5)CC4)sc3nc2c1	6%	?	-18%	-1%	28	19*	0%
CC(=O)Nc1ccc(N2CCN(Cc3ccccc3F)CC2)cc1	/	-18%	1%	0%	-4	-2	3%
N#Cc1ccc(C(=O)OCc2cccc(S(=O)(=O)N3CCOCC3)c2)cc1	?	?	-5%	25%	/	/	/
c1ccc(C2CC2)c(OCC2=NCCN2)c1	?	0%&-8%	-11%&9%	10%	/	/	/
CC(CN(C(N)=O)c1ccccc1O)C(=O)O (centres undefined)	/	6%	-1%	-3%	-7	-3	4%
Cc1ccc(C(=O)C2=C(O)C(=O)N(Cc3cccnc3)C2c2ccc(Br)cc2)o1 (centres undefined)	11%	12%	-10%	49%[activator]	-21	2	-7%
NC(=O)Cn1cnc2c(nnn2-c2ccc(F)cc2)c1=O	-1%	21%	0%	-10%	-11	1	1%
COc1ccc(NC(=O)CN(C)C(=O)Cc2ccsc2)cc1	9%	19%	4%	5%	14	1	-2%
CCCCc1nnc(NC(=O)C=C(C)C)s1	/	19%	1%	-3%	19	5	-4%
Cc1cc(C)nc(SCC(=O)N/N=C/c2cccc([N+](=O)[O-])c2)n1	?	27%	-24%	13%	11	-1	2%
Oc1ccc2[nH]ccc2c1	-8%	82%[activator]	-4%	-21%	-7	-3	-2%
CCOC(=O)CCn1nc(-c2ccc(Cl)cc2)cc1N	133%[activator]	/	-4%	-14%	29	20*	-1%
Cc1ccc2[nH]c(C(=O)Nc3ccc(F)cc3)cc2c1	8.3µM*	-11%	-17%	-2%	/	22*	2%
CCn1nnnc1SCC(=O)NC1Cc2ccccc2C1	22%	6%	-3%	-8%	4	-2	1%
Cc1cccc(C(=O)NC2CC(C)(C)NC(C)(C)C2)c1	/	9%	-4%	4%	-9	-1	-5%
Cc1nn(-c2ccccc2)c(C)c1/C=N/NC(=O)c1cc(-c2cccs2)[nH]n1	-73%	?	-4%	22%	-9	5	-2%
C/C(=N\NC(=S)Nc1cccc(C)c1)c1cc2ccccc2o1	8.3µM*	?	-4%	-6%	3	1	2%
O=S(=O)(c1cccc(C(F)(F)F)c1)N1CCN(c2cnccn2)CC1	2%	-8%	5%	7%	-6	-3	9%
Cc1cc(NC(=O)c2ccc(S(=O)(=O)N3CCOCC3)cc2)nc2c1c(=O)oc1ccccc12	12%	?	/	/	-14	6	2%
COc1cc2c(cc1NC(=O)C(C)Sc1ccc(C)cc1)oc1ccccc12 (centres undefined)	?	-8%	-4%	-2%	-8	-2	6%
O=C(Cn1ncc2ccccc21)N1CCc2ccccc21	4.7µM*	7%	1%	-1%	17	-1	14%
Cc1ccc(-n2ncc3c2CCCC3NC(=O)CCC2=NNC(=O)CC2)cc1C (centres undefined)	?	71%[activator]	0%	13%	12	-4	-2%
O=c1oc2ccccc2c(Nc2ccc3ccccc3c2)c1[N+](=O)[O-]	?	?	4%	52%[activator]	105	22*	-2%
CCOc1ccc(/C=N/NC(=O)C(O)c2ccccc2)c(O)c1 (centres undefined)	-20%	-15%	-13%	94%[activator]	-6	7	-1%
Cc1cc(C)n2c(SCC(=O)Nc3ccc(F)cc3F)nnc2n1	-25%	0%	0%	-11%	-22	-5	-1%
Fc1ccc(CSc2nnc(-c3ccccn3)o2)cc1	40%[activator]	86%[activator]	6%	-3%	41*	28*	0%
S=C(Nc1ccc(Cl)c(Cl)c1)N1CCN(c2ccccn2)CC1	1%	9%	-6%	0%	/	-1	-3%
O=c1[nH]c(SCc2c(Cl)cccc2Cl)nc2ccccc12	7%	-6%	-3%	-3%	-11	-3	3%
CC(CSc1nnnn1-c1ccccc1)Cn1c(N2CCN(C)CC2)nc2c1c(=O)[nH]c(=O)n2C (centres undefined)	?	?	-5%	-6%	4	5	0%
CCn1c(SCc2nc3ccccc3c(=O)[nH]2)nnc1C(C)NC(=O)c1ccccc1 (centres undefined)	20%	-12%	-8%	-1%	-14	14	-1%
Cn1c(N)c(C(=O)COC(=O)/C=C/c2ccc(Cl)cc2)c(=O)n(C)c1=O	-23%	?	-2%	18%	/	/	/
COc1ccc(/C=C/c2nnc(NC(C)=O)s2)cc1	-36%	276%[activator]	-11%	1%	72*	35*	-17%
NC(=O)C1=C[C@H](C2CCCCC2)C[C@H](OCc2ccc(CO)cc2)O1	232%[activator]	118%[activator]	-6%	-2%	63*	50*	7%

Retrieved by structure from the list above (4):
SMILES	Pf growth 96h	Pf growth 48h	TbPYK inhibitor	AMA1 RON2 block	Shiga inhibitor	Cycloheximide cs	LmPK inh
O=c1[nH]c(SCc2c(Cl)cccc2Cl)nc2ccccc12	7%	-6%	-3%	-3%	-11	-3	3%
CCn1c(SCc2nc3ccccc3c(=O)[nH]2)nnc1C(C)NC(=O)c1ccccc1 (centres undefined)	20%	-12%	-8%	-1%	-14	14	-1%
CCCC(c1nnnn1CCOC)N1CCN(Cc2ccccc2)CC1 (centres undefined)	?	29%	-1%	-18%	-3	-1	-6%
Cc1cccc(C(=O)NC2CC(C)(C)NC(C)(C)C2)c1	/	9%	-4%	4%	-9	-1	-5%

The list continues.
SMILES	Pf growth 96h	Pf growth 48h	TbPYK inhibitor	AMA1 RON2 block	Shiga inhibitor	Cycloheximide cs	LmPK inh
COc1ccc(NC(=O)CCCN2C(=O)CN(C)C2=O)c(OC)c1	?	?	1%	-7%	/	/	/
Cc1nn(Cc2ccc(C(=O)Nc3ccccc3C(F)(F)F)o2)c(C)c1Br	40%[activator]	?	/	-7%	17	-1	2%
CC(=O)Nc1ccc(OC(=O)c2cccnc2)cc1	1.2µM*	?	4%	-12%	-12	-1	-1%
O=C(c1ccc(Cn2c(=O)[nH]c3ccccc3c2=O)cc1)N1CCN(c2ccc(Cl)cc2)CC1	?	?	-3%	-10%	-3	-2	0%
OC[C@@H]1O[C@](CO)(O[C@H]2O[C@H](CO)[C@@H](O)[C@H](O)[C@H]2O)[C@H](O)[C@H]1O	-7%	-6%	1%	/	/	/	/
CCOC(=O)N1CCC(NC(=O)c2oc3c(c2C)-c2[nH]ncc2CC3)CC1	8.3µM*	/	5%	10%	1	-4	0%
O=C(Nc1ccc(C(=O)O)cc1)/C(=C\c1ccc(F)cc1)NC(=O)c1ccco1	5%	28%	-1%	6%	-7	-4	-2%
CC(=O)c1ccc(S(=O)(=O)N2CCC3(CC2)OCCO3)cc1	-3%	-5%	2%	-3%	-4	-6	5%
CCC(=O)c1ccc(OCC(=O)N(CC)CC2COc3ccccc3O2)cc1 (centres undefined)	-11%	?	1%	8%	/	/	/
O=C(CN1C(=O)c2ccc([N+](=O)[O-])cc2C1=O)NCCC1=CCCCC1	-2%	4%	-1%	5%	/	/	/
CN(C)c1ccc(NC(=O)CCCCCn2nnc3ccccc3c2=O)cc1	?	-2%	-15%	-1%	-7	-2	2%
O=C(CCn1c(=S)[nH]c2ccccc2c1=O)NCCSCc1ccccc1	21%	?	-10%	98%[activator]	-2	1	-1%
O=C(NCCO)c1cc(-c2cc(C(=O)NCCO)c3ccccc3n2)nc2ccccc12	7%	38%[activator]	-8%	-5%	15	-3	5%
COc1cccc(-c2nc(CS(=O)CC(=O)NCc3ccccc3Cl)c(C)o2)c1 (centres undefined)	-37%	/	0%	3%	7	18	8%
CC(C)[C@H](NC(=O)c1ccccc1)C(=O)OCC(=O)/C=C1/N(C)c2ccccc2C1(C)C	-27%	-16%	2%	-6%	15	-3	5%
COCc1cc(C)nc(N/N=C/c2ccc(-c3cc(C(=O)O)ccc3Cl)o2)c1C#N	4%	8%	/	/	-5	4	-2%
Clc1ccc(Cc2nn3c(Cn4nnc5ccccc54)nnc3s2)cc1	?	?	-11%	49%[activator]	-5	11	4%
Cc1cccc2c(=O)c(-c3ccc4c(c3)OCO4)c(NC(=O)c3ccco3)oc12	-12%	-18%	-7%	6%	6	16	6%
Cc1cc(C)nc(NC(=NCCc2c[nH]c3ccccc23)NC(=O)Nc2ccccc2)n1	4.7µM*	5.2µM*	-5%	0%	-6	-3	3%
O=C(CSc1nc2ccc(Nc3nc(N4CCOCC4)nc(N4CCOCC4)n3)cc2s1)N1CCOCC1	-7%	-1%	1%	3%	-9	-2	0%
COC(=O)CNC(c1ccccc1Cl)c1cc(Br)ccc1NS(=O)(=O)c1ccc(C)cc1 (centres undefined)	-10%	3.3µM*	12%	46%[activator]	-7	9	4%
COC(=O)c1[nH]c2ccc(C)cc2c1NC(=O)CN1CCN(c2ccccc2)CC1	/	10µM*	8%	-3%	-9	1	4%
COc1ccc(Cl)cc1N(CC(=O)Nc1ccccc1C(=O)NCc1ccco1)S(C)(=O)=O	/	?	-13%	-4%	1	11	-1%
CC(C)OP(=O)(O)NC(=O)c1ccccc1	67%[activator]	38%[activator]	1%	0%	-6	-7	1%
CCCCc1nc2cc(C(=O)N(C)CCc3cn[nH]c3)ccc2o1	?	17%	4%	0%	61*	51*	-2%
COc1ccc(NC(=O)N2CCCC2C(=O)NCc2ccc(F)cc2)cc1 (centres undefined)	-9%	-23%	-1%	9%	-2	-4	1%
